Casp6 inh – blocks human caspase-6 cleavage activity. 0.53% of 350,000 active. purified caspase-6, Z-VEID-R110 cleavage fluorescence. P55212. inhibition, % at 12.5 µM. AID 686996;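 active = mean inhibition across replicates at least about 35%, with every replicate also reaching that limit, limit read from the data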;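 note: 0% = median of neutral control wells and 100% = no fluorescence left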
Target sequence (P55212 24-179 limits assumed): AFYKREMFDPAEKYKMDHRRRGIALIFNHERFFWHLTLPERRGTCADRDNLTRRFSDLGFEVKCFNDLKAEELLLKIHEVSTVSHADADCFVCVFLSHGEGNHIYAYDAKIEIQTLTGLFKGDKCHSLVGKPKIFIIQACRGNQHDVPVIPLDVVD
Target sequence (P55212 194-293 limits assumed): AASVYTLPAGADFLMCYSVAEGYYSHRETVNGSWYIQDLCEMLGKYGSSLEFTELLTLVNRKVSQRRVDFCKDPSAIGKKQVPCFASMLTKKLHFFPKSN
RAD52 anneal inh – inhibitors of human RAD52 DNA annealing | P43351 | recombinant RAD52 DNA annealing, FRET fluorescence | inhibition, % at 18.7 µM | 0.46% of 360,000 active;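 active = every replicate showing at least 50% inhibition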
ARNT TACC3 PPI – ARNT/TACC3 interaction disruption | Q9Y6A5 | AlphaScreen His-ARNT PAS-B/GST-TACC3 binding, luminescence; TACC3 fragment carries E629A point mutation | inhibition, % at 9.99 µM | 0.66% of 390,000 active | AID 623870;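 active = mean inhibition of replicates at least 50% and at least half of replicates each reaching 50%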;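 note: 0% = complete ARNT plus TACC3 wells and 100% = ARNT alone without TACC3; many hits fall short of the cut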
esBAF inh – SWI/SNF esBAF complex inhibition. mouse ES cells, Bmi1-luciferase knock-in reporter, 24 h; 100% = twice the neutral-well signal. reporter increase, % at 12.5 µM. 2% of 350,000 active. AID 602393; in the data active = activation above about 40%;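 note: 0% = median of the plate's neutral control wells and 100% = double that signal; a rise in the Bmi1 reporter signal indicates esBAF inhibition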
ERp5 block – blocks human ERp5 reductase activity on insulin; Q15084; ERp5 insulin aggregation, absorbance 650 nm, 90 min; inhibition, % at 9.99 µM; 0.05% of 350,000 active; AID 651711;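 active = mean replicate inhibition above about 25%, with every replicate also reaching it, limit read from the data, passing the limit was not always enough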
Target sequence (Q15084 whole entry, looked up): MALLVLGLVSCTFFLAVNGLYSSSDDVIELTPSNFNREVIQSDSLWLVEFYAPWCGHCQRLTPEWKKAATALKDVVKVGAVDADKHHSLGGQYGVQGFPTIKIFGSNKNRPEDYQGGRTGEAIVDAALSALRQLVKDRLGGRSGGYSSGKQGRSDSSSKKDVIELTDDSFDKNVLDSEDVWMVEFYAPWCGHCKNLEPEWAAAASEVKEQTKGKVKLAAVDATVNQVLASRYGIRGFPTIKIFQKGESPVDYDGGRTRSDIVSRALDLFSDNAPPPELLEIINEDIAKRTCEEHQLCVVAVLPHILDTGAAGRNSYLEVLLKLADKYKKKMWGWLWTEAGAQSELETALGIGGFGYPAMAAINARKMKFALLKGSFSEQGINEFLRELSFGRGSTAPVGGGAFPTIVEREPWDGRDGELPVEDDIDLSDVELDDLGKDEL
RAD54 inh – inhibitors of human RAD54 branch migration; 0.14% of 360,000 active; RAD54 Holliday junction branch migration, FAM/BHQ fluorescence; inhibition, % at 10.4 µM;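 active = mean normalized replicate activity at least 40 and at least half of replicates scoring 40 or more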;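 note: 0% = median of neutral control wells and 100% = median of positive control wells; inhibitors cause a drop in the FAM fluorescence signal; in these data hits start at about 50%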
E-sel inducer – E-selectin induction on HUVECs | P16581 | HUVEC E-selectin immunofluorescence imaging; normalized: neutral wells 0, TNF-alpha wells 100 | activation, % at 7.58 µM | 0.37% of 260,000 active | AID 686992;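 active = mean E-selectin-positive cell signal at least 10% of the positive control, reached in at least 60% of replicates, without over 20% cell loss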;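 note: in these data hits start at about 27%; measured in HUVEC primary endothelial cells; signal is the percent of cells scored E-selectin positive by PE staining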
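assay system = HUVEC, human umbilical vein endothelial cells | input = 3,000 HUVEC seeded per well | medium = EGM-2 growth medium on 0.1% gelatin-coated wells | dosing = one compound dose added by pin transfer | signal = immunofluorescence imaging | read-out basis = % PE-positive cells | control set = TNF-alpha, DMSO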
PglD DTNB – PglD (C. jejuni) enzyme inhibition; 0.098% of 360,000 active; inhibition, % at 12.5 µM; purified PglD enzyme, DTNB colorimetric CoA detection; AID 602405; in the data active = inhibition above about 16%, passing the limit was not always enough; note: strong numbers were not always called active
Starred values were filed as active, the others as inactive; / = not tested or not shown.

SMILES	Casp6 inh	RAD52 anneal inh	ARNT TACC3 PPI	esBAF inh	ERp5 block	RAD54 inh	E-sel inducer	PglD DTNB
COc1ccc(-c2nn(-c3ccccc3)cc2C(=O)N2CCN(S(=O)(=O)c3cccc(F)c3)CC2)cc1	0	-11	2	6	-3	/	1.8	/
Cc1nn(C(=O)c2ccco2)c(C)c1Sc1ccc([N+](=O)[O-])cc1	/	/	-1	-1	/	4	/	-6
CC(C(=O)N1CC2(C)CC1CC(C)(C)C2)N1C(=O)c2ccccc2C1=O (stereo not given)	/	/	-4	5	/	-1	/	0
CCC(=O)Nc1ccc2c(c1)C(=O)N(C)C[C@H](OC)[C@@H](C)CN(C(=O)C1CCC1)[C@@H](C)CO2	0	-5	-7	2	2	1	-0.1	2
C=CCN1C(=O)c2ccc(C(=O)N(C)CC(=O)Nc3cccc(F)c3)cc2C1=O	-2	-9	0	/	6	-1	/	-8
COc1ccc(-c2ccc3c(c2)C2CC3CCN2CCC#N)cc1 (stereo not given)	-3	-2	4	-3	6	7	/	3
O=C(NNC(=O)c1ccco1)c1ccco1	0	-4	/	3	5	-3	0.4	4
Cc1ccc(/C=C/C(=O)Nc2cc(=O)n(C)c(=O)n2C)o1	6	-43	1	/	-3	/	-2.5	/
CN(C)C(=O)c1cccc(-c2ccc3c(c2)[C@H]2[C@H](CCN2C(=O)Cc2ccccc2)[C@H](CO)N3)c1	0	-40	-7	11	8	-10	-0.4	0
COc1cc(C(=O)N/C(=C\c2cn(C)c3ccccc23)C(=O)NCCN2CCOCC2)cc(OC)c1OC	-7	-11	3	0	5	-17	/	2
Cc1noc(C)c1NC(=O)NCC[C@H]1CC[C@H](NC(=O)c2ccc(F)cc2)[C@H](CO)O1	-110	-3	-7	1	-1	-3	-0.3	1
CCCNC(=O)C[C@@H]1CC[C@H]2[C@@H](COc3ccc(NC(=O)c4cc(F)cc(F)c4)cc3C(=O)N2C)O1	/	/	-3	2	/	9	0.1	-1
O=C(O)c1ccc(CSc2nnnn2C2CCCCC2)cc1	/	/	-11	0	/	-18	/	-3
COc1ccc(CN(C)C[C@H]2OCCCC[C@@H](C)Oc3ccc(NC(=O)c4ccncc4)cc3C(=O)N([C@H](C)CO)C[C@@H]2C)cc1	3	4	2	-4	2	0	-0.1	1
O=[N+]([O-])/C(C=Nc1ccccc1O)=C\Nc1ccccc1O	0	-11	8	6	5	8	-0.3	3
C[C@H]1CN([C@@H](C)CO)C(=O)c2cccc(NC(=O)C3CCOCC3)c2O[C@@H]1CN(C)C	1	-3	6	-4	0	4	-0.1	2
O=C(Cc1cccs1)NCCc1cn2ccccc2n1	-1	-14	3	-3	4	-12	0.2	-1
Cc1cc[n+](-c2nc([O-])sc2/C=N/Nc2ccc([N+](=O)[O-])cc2)cc1	0	-26	-3	-9	4	-8	/	1
O=C(CCCCCN1C(=O)[C@@H]2Cc3ccccc3CN2C1=O)NCCc1ccccc1	1	-4	1	12	0	/	0.1	/
CCCCN(C)C(=O)c1ccc(Nc2nc(C(N)COCc3ccccc3)cs2)nc1 (stereo not given)	1	-312	/	-6	8	-8	3.0	-2
Cc1nc2ccc(C(=O)Nc3cccc([N+](=O)[O-])c3)cc2s1	0	0	-22	27	1	-2	/	9
Cc1cc(O)cc2c(=O)c3ccccc3sc12	5	2	11	/	-3	/	/	/
COc1cccc(CC(=S)N2CCOCC2)c1	1	-13	-6	/	-2	-5	/	-2
COc1ccc(S(=O)(=O)Nc2cccc3c2O[C@H](CN(C)C(=O)NC(C)C)[C@H](C)CN([C@@H](C)CO)C3=O)cc1	-2	-9	-3	-3	-8	7	/	6
COc1cc(/C=C/C(=O)OCC(=O)NC(=O)NC2CCCCC2)ccc1OC(F)F	-1	-9	-3	/	-1	0	-0.4	3

(cont.)
SMILES	Casp6 inh	RAD52 anneal inh	ARNT TACC3 PPI	esBAF inh	ERp5 block	RAD54 inh	E-sel inducer	PglD DTNB
CN(C)c1ccc(C(O)P(=O)(OCc2ccccc2)c2ccc(N(C)C)cc2)cc1 (stereo not given)	-2	-10	/	/	4	-2	/	2
CCOC(=O)N1CCC(NC(=O)c2cnn3cccnc23)CC1	/	/	-6	3	/	0	/	9
CSc1ccccc1C(=O)NCCCOC(C)C	-1	-10	0	-3	-1	2	/	2
Cn1cc(CN2CCCC(C(=O)c3cccs3)C2)c(-c2cccc(Cl)c2)n1 (stereo not given)	1	-14	0	-7	-1	3	/	0
[N-]=[N+]=Nc1ccccc1C[C@@]1(C(=O)N2CCCCC2)N=C(c2ccc(OCCCO)cc2)O[C@@H]1c1ccccc1	-1	-6	-8	/	0	7	/	2
COc1ccc(N(CC(=O)Nc2ccc3c(c2)OCO3)S(=O)(=O)c2c(C)nn(C)c2C)cc1	-1	-5	-4	-4	14	-5	/	4
O=C(O)CCNC(=O)C12CC3CC(CC(C3)C1)C2	1	-9	-3	/	-3	/	/	/
NC(=O)COC(=O)CCSc1ccc(Cl)cc1	1	-6	-10	/	2	/	2.5	/
O=C(CCc1ccccc1)Nc1ccc2ccccc2n1	-1	3	-14	/	-3	/	/	/
O=C(N/N=C/C=C/c1ccccc1[N+](=O)[O-])c1ccncc1	2	-3	10	/	3	-9	9.3	0
COc1ccc(NC(=O)Nc2ccc3c(c2)C(=O)N([C@H](C)CO)C[C@H](C)[C@H](CN(C)C(=O)Nc2ccc(F)cc2)OCCCC[C@H](C)O3)cc1	-2	17	-13	5	1	-9	0.1	-3
Cc1nc2ccccc2n1C1CCN(CC(=O)NCc2ccc(F)cc2)CC1	1	10	-6	-6	3	-1	/	-2
CC1(C)C(=O)OC(/C=C\c2ccccc2)C(C)(C)C1=O (stereo not given)	-1	-11	0	-3	-1	-22	/	3
CNc1nc(-c2ccc3c(c2)CCN3C(=O)CC(C)(C)C)c(C)s1	0	-2	-9	/	3	/	2.0	/
O=C(NC1CCC1)[C@@H]1[C@@H](CO)[C@@H]2Cn3c(ccc(C4=CCCC4)c3=O)[C@H]1N2C(=O)c1ccccc1	-2	-4	-14	-5	-1	-1	-0.7	6
CCN1C(=O)[C@@H]2[C@@H](c3ccc(-c4ccc(OC)cc4)cc3)N3CCC[C@@]3(C(=O)OC)[C@@H]2C1=O	4	-25	7	-4	-7	2	0.0	-4
CC1CCCc2sc3nc(NCc4ccco4)n4ncnc4c3c21 (stereo not given)	/	/	1	3	/	5	/	6
O=S(=O)(c1ccc(F)cc1)N1C[C@@H]2[C@H](c3ccccc31)[C@H](CO)N2Cc1ccc2c(c1)OCO2	-3	-16	-3	-1	-5	-18	-0.5	3
CCc1ccc(N2C=C(C(=O)OC)C(c3ccc(OC)cc3)C(C#N)=C2N)cc1 (stereo not given)	-1	9	/	/	2	/	0.0	/
COCCCNC(=O)COc1ccc(Br)cc1Cl	2	-8	-23	/	-3	/	2.1	/
COc1ccc(CCNC(=O)c2ccc3c(c2)OCCO3)cc1	1	-5	-8	/	5	/	0.5	/
O=C(N1CCCCCC1)N1CCN(S(=O)(=O)N2CCOCC2)CC1	/	/	-3	4	/	12	/	-10
Cc1cccc(C)c1NC(=O)C1(N(Cc2ccco2)C(=O)CC2NC(=O)NC2=O)CCCCC1 (stereo not given)	-3	-5	/	/	8	-10	/	-4
COC(=O)CCCCCCC(=O)Nc1ccc(C2OC(CSc3nc(-c4ccccc4)c(-c4ccccc4)o3)CC(c3ccc([N+](=O)[O-])cc3)O2)cc1 (stereo not given)	-2	0	1	/	-12	-1	/	5
CN(C)C(=O)c1ccc(-c2ccc([C@@H]3[C@@H](CO)N4C(=O)CN(C(=O)C5CC5)C[C@@H]34)cc2)cc1	-2	0	/	/	2	/	-0.3	/

12 compounds out of the list, ordered by molar mass, highest first.
SMILES	Casp6 inh	RAD52 anneal inh	ARNT TACC3 PPI	esBAF inh	ERp5 block	RAD54 inh	E-sel inducer	PglD DTNB
COc1ccc(CN(C)C[C@H]2OCCCC[C@@H](C)Oc3ccc(NC(=O)c4ccncc4)cc3C(=O)N([C@H](C)CO)C[C@@H]2C)cc1	3	4	2	-4	2	0	-0.1	1
COc1ccc(-c2nn(-c3ccccc3)cc2C(=O)N2CCN(S(=O)(=O)c3cccc(F)c3)CC2)cc1	0	-11	2	6	-3	/	1.8	/
O=S(=O)(c1ccc(F)cc1)N1C[C@@H]2[C@H](c3ccccc31)[C@H](CO)N2Cc1ccc2c(c1)OCO2	-3	-16	-3	-1	-5	-18	-0.5	3
CN(C)C(=O)c1cccc(-c2ccc3c(c2)[C@H]2[C@H](CCN2C(=O)Cc2ccccc2)[C@H](CO)N3)c1	0	-40	-7	11	8	-10	-0.4	0
Cc1cccc(C)c1NC(=O)C1(N(Cc2ccco2)C(=O)CC2NC(=O)NC2=O)CCCCC1 (stereo not given)	-3	-5	/	/	8	-10	/	-4
CN(C)c1ccc(C(O)P(=O)(OCc2ccccc2)c2ccc(N(C)C)cc2)cc1 (stereo not given)	-2	-10	/	/	4	-2	/	2
Cc1nc2ccccc2n1C1CCN(CC(=O)NCc2ccc(F)cc2)CC1	1	10	-6	-6	3	-1	/	-2
CC(C(=O)N1CC2(C)CC1CC(C)(C)C2)N1C(=O)c2ccccc2C1=O (stereo not given)	/	/	-4	5	/	-1	/	0
Cc1nn(C(=O)c2ccco2)c(C)c1Sc1ccc([N+](=O)[O-])cc1	/	/	-1	-1	/	4	/	-6
COCCCNC(=O)COc1ccc(Br)cc1Cl	2	-8	-23	/	-3	/	2.1	/
O=C(O)c1ccc(CSc2nnnn2C2CCCCC2)cc1	/	/	-11	0	/	-18	/	-3
O=C(O)CCNC(=O)C12CC3CC(CC(C3)C1)C2	1	-9	-3	/	-3	/	/	/

The results go on:
SMILES	Casp6 inh	RAD52 anneal inh	ARNT TACC3 PPI	esBAF inh	ERp5 block	RAD54 inh	E-sel inducer	PglD DTNB
COc1ccc(CN(C)C[C@@H]2Oc3ccc(NC(=O)Nc4cccc5ccccc45)cc3C(=O)N([C@@H](C)CO)C[C@@H]2C)cc1	4	-23	1	-5	6	3	0.9	-1
CC(/C=N/NC(=O)c1cnccn1)=C\c1ccco1	8	-29	/	/	-9	-10	0.1	2
O=C(Cc1ccccc1)NC1CCN(C(=O)c2ccc([N+](=O)[O-])cc2)CC1	-2	-15	-3	-2	-2	8	0.0	-2
CCCNC(=O)Nc1ccc2c(c1)OC[C@H](C)NC[C@@H](C)[C@H](OC)CN(C)C2=O	-1	-5	4	-2	0	-2	0.1	0
CCN1CCN(CC(=O)N2N=C(c3cccs3)CC2c2ccc(OC)c(OC)c2)C(=O)C1=O (stereo not given)	-1	-25	7	9	4	7	5.1	7
CCOC(=O)N1C/C(=C\c2ccccc2)C(=O)/C(=C/c2ccccc2)C1	7	-6	-1	-15	2	1	/	2
COc1ccccc1CNC(=O)C1COc2ccccc2O1 (stereo not given)	/	/	0	24	/	3	/	0
COc1ccccc1N1CCN(c2ccc(S(=O)(=O)N3CCN(C)CC3)cn2)CC1	1	-9	12	7	-1	6	0.0	2
CCC(=O)N1C(=O)CCN(C(C)=O)c2ccccc21	/	/	-2	-7	/	-4	/	-5
CN1CCCN(Cc2ccccc2Br)CC1	-6	-11	-1	-5	-1	-15	0.0	3
COc1ccccc1N1CCN(C(=S)NC(=O)c2ccc([N+](=O)[O-])cc2)CC1	6	-44	/	-4	4	6	/	5
COCc1[nH]nc2c1C(c1ccc(F)cc1)N(c1ccccc1)C2=O (stereo not given)	-2	-3	/	/	4	/	0.5	/
Cc1ccnc(NC(=O)CCC(=O)N(CC(=O)NC(C)(C)C)c2ccc3c(c2)OCO3)c1	4	-5	-1	4	1	-14	0.0	-2
